# Screening results from PubChem BioAssay.
# MITF primary: MITF inhibitors, primary screen, biochemical, AlphaScreen, human | Microphthalmia-associated transcription factor (Homo sapiens), O75030 | 650,000 tested, 0.91% active | AID 1259374, 2018 | inhibition, % at 2.6 µM | AlphaScreen MITF homodimerization, bead proximity signal; in the data active means inhibition above about 50%;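 further: 0% = vehicle wells with protein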
# Target sequence (O75030 whole entry, looked up): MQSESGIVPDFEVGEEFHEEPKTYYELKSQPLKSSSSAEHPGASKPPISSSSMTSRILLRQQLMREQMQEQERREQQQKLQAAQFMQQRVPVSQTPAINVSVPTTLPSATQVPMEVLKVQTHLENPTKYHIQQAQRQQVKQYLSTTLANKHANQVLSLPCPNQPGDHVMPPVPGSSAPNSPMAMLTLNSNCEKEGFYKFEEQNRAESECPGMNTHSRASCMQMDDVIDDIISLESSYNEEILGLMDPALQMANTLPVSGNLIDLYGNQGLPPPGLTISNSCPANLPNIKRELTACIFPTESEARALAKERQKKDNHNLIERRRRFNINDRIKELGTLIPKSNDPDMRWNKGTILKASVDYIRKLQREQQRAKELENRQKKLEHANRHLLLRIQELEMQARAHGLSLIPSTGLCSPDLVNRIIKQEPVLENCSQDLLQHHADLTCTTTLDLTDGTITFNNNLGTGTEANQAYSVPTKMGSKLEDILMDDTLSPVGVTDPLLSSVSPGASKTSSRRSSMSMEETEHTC
# FBW7 activator: FBW7 E3 ligase activators, primary screen, biochemical, AlphaScreen, human | F-box/WD repeat-containing protein 7 (Homo sapiens), Q969H0 | AlphaScreen FBW7–phospho-cyclin E peptide binding, activator screen | normalized activity (activation), % at 26.1 µM | 650,000 tested, 0.13% active; in the data active means normalized activity above about 1.9%;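 further: purified mutant Fbw7 with reduced substrate affinity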
# GPR151 activ: activators of human GPR151, primary screen, cell-based, PathHunter beta-arrestin, luminescence; PathHunter beta-arrestin GPR151 cells; AID 1508602, 2020; activation, % at 11.2 µM; 650,000 tested, 1% active; in the data active means activation above about 4.9%;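 further: 0% = median of compound wells and 100% = cells with positive control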
# Target sequence (Q8TDV0 whole entry, looked up): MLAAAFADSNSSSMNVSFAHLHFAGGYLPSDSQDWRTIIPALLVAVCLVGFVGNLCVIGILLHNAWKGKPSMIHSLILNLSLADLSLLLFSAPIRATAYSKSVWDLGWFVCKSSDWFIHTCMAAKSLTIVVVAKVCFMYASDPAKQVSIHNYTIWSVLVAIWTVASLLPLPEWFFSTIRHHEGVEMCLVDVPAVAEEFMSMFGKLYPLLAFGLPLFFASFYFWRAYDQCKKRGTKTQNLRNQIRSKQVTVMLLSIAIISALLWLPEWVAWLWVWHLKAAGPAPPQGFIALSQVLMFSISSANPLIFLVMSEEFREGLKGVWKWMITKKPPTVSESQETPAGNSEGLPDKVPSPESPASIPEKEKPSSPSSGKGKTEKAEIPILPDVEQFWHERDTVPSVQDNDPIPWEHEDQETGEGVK
# TEAD-YAP inh: TEAD-YAP interaction inhibition, primary screen, TEAD-YAP interaction inhibitor project, luminescence, HEK-TIYL cells; TEAD-Gal4/YAP UAS-luciferase luminescence; inhibition, % at 9.12 µM; 640,000 tested, 1.4% active; AID 1259422, 2018; in the data active means inhibition above about 32%;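 further: 0% = median of test compound wells and 100% = reference inhibitor wells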
# Numbers without * were called inactive.
SMILES,MITF primary,FBW7 activator,GPR151 activ,TEAD-YAP inh
CCn1c(CNC(C)c2ccccc2)nc2cc(S(=O)(=O)N3CCOCC3)ccc21 (stereo not given),14.0,0.1,1.1,-0.9
CCOC(=O)C1=C(CSc2nnc(C)s2)NC(=O)NC1c1ccc(Cl)cc1 (stereo not given),9.6,-0.1,3.0,6.5
CC(=O)Nc1ccc(-n2c(SC(C)C(=O)c3ccc(Cl)cc3)nc3sc4c(c3c2=O)CCCC4)cc1 (stereo not given),-12.7,-0.1,0.5,4.9
O=C(Cc1ccccc1)Nc1ccc2c(c1)C(=O)N(CC1CCCO1)C2=O (stereo not given),9.8,1.5,-2.4,-6.3
O=C(Nc1ccc(-c2cnc(-c3ccc(NC(=O)c4ccc(Br)cc4)cc3)nc2)cc1)c1ccc(Br)cc1,7.2,0.3,0.1,16.0
Cc1cccc(/C=C2/SC(=Nc3ccccc3)NC2=O)n1,-5.5,-0.3,0.9,-3.0
COc1cc2c(-c3ccccc3OC)nc3c(c(Cc4ccccc4)nn3-c3ccccc3)c2cc1OC,-11.5,-0.1,1.2,-34.7
O=c1c2c(nc3nc(NCc4ccccc4)[nH]n13)CCC2,-4.2,-0.1,-0.9,9.2
O=C(CCCCCn1nnc2ccccc2c1=O)NCCc1c[nH]c2ccccc12,5.8,-0.1,0.2,15.8
CCc1c(-c2ccccc2)cn2c1-c1ccc(C)n1CC2,7.1,0.4,3.7,12.9
COc1ccc(-c2noc(COc3cc(C)c(Cl)c(C)c3)n2)cc1,-4.8,0.0,2.9,-2.2
CN1CCN(S(=O)(=O)c2ccc(NC(=S)NC(=O)C3CCCCC3)cc2)CC1,17.6,0.2,0.1,10.2
CN1CCN(NC(=S)Nc2cccc(C(F)(F)F)c2)CC1,7.9,1.1,1.2,-7.5
COCCNC(=S)NNC(=O)c1ccc(NS(=O)(=O)c2cccs2)cc1,12.8,0.7,-0.7,8.9
N#CCCn1c2c(ccc1=O)CCCC2,-2.4,0.0,1.4,4.9
CCC(=O)N1CCN(c2ccccc2NC(=O)COc2cccc(C)c2)CC1,-4.7,-0.3,1.9,-23.6
CC(C)Sc1nc2ccc([N+](=O)[O-])cc2s1,23.5,0.0,0.0,-14.8
Cc1ccc(OCCOC(=O)c2cccc(S(=O)(=O)N3CC(C)OC(C)C3)c2)cc1 (stereo not given),8.3,0.6,-0.1,2.8
COP(=O)(OC)C(Nc1ccc(Br)cc1)c1ccccc1 (stereo not given),19.6,1.2,1.4,18.0
O=C(Nc1cccc(F)c1)/C(=C/c1ccccc1F)NC(=O)c1ccc(Br)cc1,4.2,-0.1,1.6,-5.6

# Retrieved by compound from the list above (two):
SMILES,MITF primary,FBW7 activator,GPR151 activ,TEAD-YAP inh
CN1CCN(NC(=S)Nc2cccc(C(F)(F)F)c2)CC1,7.9,1.1,1.2,-7.5
COP(=O)(OC)C(Nc1ccc(Br)cc1)c1ccccc1 (stereo not given),19.6,1.2,1.4,18.0

# New compounds follow.
SMILES,MITF primary,FBW7 activator,GPR151 activ,TEAD-YAP inh
COc1ccc(NC(=O)c2cnc(SC)nc2C)c(OC)c1,10.0,0.4,-1.5,-1.3
O=C(OCCN1CCCCC1)C1(c2ccccc2)CCCOc2ccccc21 (stereo not given),-5.9,-0.2,-0.5,-0.2
O=CNC(c1ccccc1)c1cccc([N+](=O)[O-])c1 (stereo not given),12.4,0.0,1.4,1.2
N#C/C(=C\c1cccc(Cl)c1Cl)C(N)=S,-7.3,-0.1,0.2,2.9
COc1ccc(NC(=O)c2c(-c3c(F)cccc3Cl)noc2C)cc1[N+](=O)[O-],28.9,-0.7,0.2,5.4
CC(C)(C)NC(=O)COC(=O)c1ccc(O)cc1,1.8,-0.1,0.1,-6.0
Cc1cccc(Oc2cc(NC(=O)c3cc4nc5c(c(C(F)(F)F)n4n3)CCc3ccccc3-5)cc([N+](=O)[O-])c2)c1,-2.3,0.1,-0.4,-13.3
Cc1cccc(OCCCC(=O)NCCc2ccccc2)c1,-4.4,0.0,-0.1,-1.3
COc1ccccc1/C=C1\SC(=S)N(CCC(=O)Nc2ccccc2[N+](=O)[O-])C1=O,-1.8,-0.1,-0.7,5.5
O=C(O)/C=C\C(=O)N1CCN(Cc2ccccc2)CC1,-1.2,-0.1,0.8,-12.8
CC(C)(C)c1ccc(CN2C(=O)C(=O)c3ccccc32)cc1,11.3,0.0,-1.0,-10.3
C=C(C)C(C)(C#CCN(CC)CC)OC(C)=O (stereo not given),3.1,0.1,2.2,9.0
COc1cc(C=O)ccc1Oc1cc(C(F)(F)F)ccc1[N+](=O)[O-],-17.2,0.7,-0.2,-10.5
CC(C)CN(CC(C)C)S(=O)(=O)c1ccc(C(=O)Nc2nc(-c3ccccn3)cs2)cc1,0.4,-0.1,-1.4,7.9
COc1ccc(NC(=O)CSc2nnc(CNc3ccc(C)cc3)n2-c2ccccc2C)cc1,4.2,0.1,-0.2,6.0
COc1cccc(Nc2nc(NC3CCCC3)nc3c2cnn3C)c1,-14.2,-0.1,0.7,-4.0
Cc1ccc2nc(Nc3c(C)cccc3C)nc(-c3ccccc3)c2c1,4.1,0.3,-0.1,-1.0
CCOc1ccc(NC(=O)C2C3C=CC4(O3)C2C(=O)N(Cc2ccc(F)cc2)C4C(=O)NC2CCCCC2C)cc1 (stereo not given),7.0,0.3,-0.9,10.4
CCN(Cc1c(C(=O)N2CCOCC2)nc2ccccn12)CC1CCCO1 (stereo not given),-0.5,0.1,-0.4,8.3
COc1c(S(=O)(=O)Nc2ccc(CC(=O)O)cc2)ccc(Cl)c1Cl,1.1,0.0,2.2,0.7
CN(CCNC(=O)Cn1c(=O)oc2cc(Cl)ccc21)Cc1ccccc1,11.3,0.2,-1.2,-4.8
CCOC(=O)C1=C(C)N(C)C(C)=C(C(=O)OCC)C1c1cccs1,-1.6,0.0,-0.8,7.7
CC1=C(C(=O)OCCOc2ccccc2)C(c2cc([N+](=O)[O-])ccc2Cl)C2=C(CCCC2=O)N1 (stereo not given),-10.3,0.0,0.0,-0.5
COc1ccc(-c2[nH]nc3c2C(c2cc(Cl)c(O)c(OC)c2)C(C#N)=C(N)O3)cc1 (stereo not given),4.4,-0.1,0.9,6.6
COc1cc(NC(=O)c2n[nH]c3ccccc23)cc(OC)c1OC,-4.6,0.0,-0.4,-13.3
COc1cc(OC)cc(C(=O)N2CCC(C(=O)Nc3cccc4ccccc34)CC2)c1,18.1,0.2,-0.1,-2.7
CC(C)n1c(-c2cccs2)nc2c(NC3CCN(Cc4ccccc4)CC3)ncnc21,-2.4,-0.1,-1.4,11.2
CC(C)C(=O)Nc1c(C(=O)Nc2ccccc2F)oc2ccccc12,-3.9,0.0,0.6,2.8
COc1ccc(S(=O)(=O)N2CCN(C(=O)Cc3ccccc3[N+](=O)[O-])CC2)cc1OC,5.9,0.2,-0.7,6.1
Cc1cc(O)c(C(C)C)cc1NC(=O)c1cc(C(C)(C)C)oc1C,11.6,-0.1,1.0,2.1
O=C(CC(NC(=O)c1ccccc1)c1ccccc1)Nc1nn2cnnc2s1 (stereo not given),-3.1,0.0,-0.2,2.0
O=C(/C=C/c1ccc(F)cc1)OCc1ccccc1,-7.0,0.3,-0.7,0.6
O=C1COc2ccc(C(=O)COC(=O)CCc3c[nH]c4ccccc34)cc2N1,4.6,0.1,-0.6,7.9
CCOc1ccc(C(=O)N2CCc3cc(OC)c(OC)cc3C2COc2ccc(F)cc2)cc1OCC (stereo not given),11.6,0.1,-0.4,-2.8
COc1cc2nc(Nc3ccc(N4CCOCC4)cc3)nc(NCCN3CCOCC3)c2cc1OC,1.7,-0.1,-2.4,-2.4
O=C1NC2=C(C(=O)N(CC3CCCO3)C2)C(c2ccccc2)N1 (stereo not given),-6.8,0.0,-0.6,-2.8
CCCCN(C)Cc1ccccc1OC,-17.9,0.0,-0.9,6.9
Cc1nnc(SCC(=O)c2cccc([N+](=O)[O-])c2)o1,0.6,0.1,-0.4,-1.4
COC(=O)c1ccc2c(=O)[nH]c3c(C(=O)N4CCCC4)sc(=S)n3c2c1,-25.0,-0.1,-0.8,-6.5
CCC1CN(CCNC(=O)/C=C/c2cccs2)Cc2cc(OC)ccc2O1 (stereo not given),-10.9,-0.2,-0.1,1.1
CCC(c1nnnn1C(C)(C)C)N1CCN(Cc2ccccc2OC)CC1 (stereo not given),-1.8,0.1,0.1,0.2
COc1cc(Nc2cc(Nc3nccc4ccccc34)nc(N)n2)cc(OC)c1OC,-1.3,-0.1,-0.8,77.1*
CCOc1ccc(C2NCCc3cc(OCC)c(OC)cc32)cc1 (stereo not given),0.1,-0.1,-0.3,1.5
CC1(C)CC(=O)C(/C=N/NC(=O)c2ccccc2O)=C(O)C1,46.8,-1.6,-2.3,-43.6
O=C(COc1ccc2ccccc2c1)N/N=C/c1ccccc1O,-6.5,-0.1,1.3,-5.0
Cc1nnc(NC(=O)c2cccc(Br)c2)s1,17.3,0.1,0.0,-14.4
CCOC(=O)c1ccccc1NC(=O)Cn1cnc2sc(C)cc2c1=O,-1.2,0.0,1.5,-8.2
O=C1c2cccc3cccc(c23)C(=O)N1c1cccc([N+](=O)[O-])c1,-4.1,-0.1,0.4,-0.5
O=C(Nc1cccc([N+](=O)[O-])c1)C1CC(=O)N(c2ccccc2F)C1 (stereo not given),12.3,0.9,3.1,4.3
COc1cccc(NC(=O)CCCC(=O)Nc2cccc(OC)c2)c1,-2.4,-0.2,-1.3,10.8
Cc1cccc(NC(=O)CNS(=O)(=O)c2ccc(Br)cc2)c1C,0.4,0.0,3.3,9.4
CCCCOc1ccc(C(=O)Nc2cc(=O)n(C)c(=O)n2C)cc1,-3.7,-0.1,0.2,-6.1
Cn1cc(CNCc2c(C(=O)N3CCCCCCC3)nc3ccc(Cl)cn23)cn1,12.7,0.2,-0.4,5.6
COCCNc1nc2nonc2nc1N(C)Cc1ccc(C)cc1,5.3,0.4,-1.0,-0.9
Cc1ccc2[nH]c3c(c2c1)CCNC31CCN(C(=O)CC(C)CC(=O)O)CC1 (stereo not given),17.6,-0.6,0.7,-0.5
CC(C)N(CCNC(=O)c1cnc(Nc2ccccc2)s1)C(C)C,13.0,0.0,-1.4,6.9
COc1ccc(N2CCN(CC3CCCCC3)C2=O)cc1,1.2,-0.1,1.5,-58.8
C=CCNC(=O)C1CCN(S(=O)(=O)N2CCC3(CC2)OCCO3)CC1,-0.6,-0.2,0.4,-1.2
CCOCc1nnc(NC(=O)CCc2ccccc2)s1,8.7,0.0,-2.3,1.9
CC(C)n1nccc1-c1nnc(NC(=O)CCCSc2ccc(F)cc2)o1,-5.5,-0.5,-0.5,14.7

# Another view of some results above.
mol: CCC(c1nnnn1C(C)(C)C)N1CCN(Cc2ccccc2OC)CC1 (stereo not given)
  MITF primary: -1.8	FBW7 activator: 0.1	GPR151 activ: 0.1	TEAD-YAP inh: 0.2
mol: COCCNc1nc2nonc2nc1N(C)Cc1ccc(C)cc1
  MITF primary: 5.3	FBW7 activator: 0.4	GPR151 activ: -1.0	TEAD-YAP inh: -0.9
mol: CCOC(=O)c1ccccc1NC(=O)Cn1cnc2sc(C)cc2c1=O
  MITF primary: -1.2	FBW7 activator: 0.0	GPR151 activ: 1.5	TEAD-YAP inh: -8.2
mol: Cc1ccc2[nH]c3c(c2c1)CCNC31CCN(C(=O)CC(C)CC(=O)O)CC1 (stereo not given)
  MITF primary: 17.6	FBW7 activator: -0.6	GPR151 activ: 0.7	TEAD-YAP inh: -0.5

# (next part)
SMILES,MITF primary,FBW7 activator,GPR151 activ,TEAD-YAP inh
COc1ccc(-n2c(SCc3cccc([N+](=O)[O-])c3)nc3ccsc3c2=O)cc1,-12.9,-0.2,-1.2,-9.6
COCCN(C(=S)Nc1cccc(OC)c1)C(C)c1ccccn1 (stereo not given),3.0,-0.3,0.2,-10.6
COC(=O)c1cc(CNC(C)=O)cc(NC(=O)c2ccccc2F)c1,9.7,-0.2,-0.3,8.2
CCOc1ccc(Br)cc1/C=N/O,4.5,0.6,1.9,7.2
C=CCNC(=O)[C@@H]1C=CCN1S(=O)(=O)c1ccc(F)cc1,8.5,0.4,0.0,-1.3
Cc1ccc(C(=O)N2CCN(c3ccc([N+](=O)[O-])c(NC(C)c4ccccc4)c3)CC2)cc1 (stereo not given),16.3,-0.4,1.5,3.5
O=C(CC1C(=O)NCCN1Cc1cccc(Oc2ccccc2)c1)NCCc1ccncc1 (stereo not given),-0.8,-0.2,-2.1,-3.7
COCCCNC(=O)Cn1nnc(-c2ccccc2NC(=O)c2ccco2)n1,0.5,0.0,-1.1,-17.6
CC(=C/c1ccc(C(C)C)cc1)/C=N/NC(=O)c1ccncc1,7.3,0.0,2.1,-11.6
CCC(=O)OCCNc1cc(C)c2noc3c2c1C(=O)c1ccccc1-3,13.7,-0.1,-1.1,5.0
COCCNc1ncc(-c2ccccc2CN(C)C)n2ccnc12,-0.7,-0.6,-1.3,3.2
C#CCSc1nnc2nc(C)cc(C)n12,-5.3,0.1,-1.0,-8.2
CC(CC(=O)NCc1ccco1)c1ccccc1 (stereo not given),-5.1,-0.1,1.1,-0.6
O=C(CSc1ccc(-c2ccc3ccccc3c2)nn1)N1CCc2ccccc21,-6.9,-0.2,0.0,-4.5
CCn1c(SCC(=O)Nc2cccc(C(F)(F)F)c2)nnc1-c1ccc(N)cc1,2.7,0.3,0.1,23.9
CCOC(=O)c1sc(NC(=O)c2ccccc2C)c(C(=O)OCC)c1C,-0.9,-0.1,0.0,-8.5
COc1c(C)cccc1C(=O)Nc1ccc(N(C)C)cc1,0.5,-0.1,-1.2,-55.0
Cc1cc(=O)[nH]c2nnc(SCc3cccc([N+](=O)[O-])c3)n12,5.5,0.3,-1.6,-1.0
